High-throughput results from PubChem.
TRPV1 agonist – HTS Assay for Compounds that Act as Agonists of the Vanilloid Receptor 1; TRPV1-expressing cells, Fluo-8 calcium influx, agonist mode; activation, % at 8.33 µM; 0.19% of 320,000 active; in the data active = activation above about 80%; inconclusive = between about 30% and that limit; also: 0% is about no effect
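Cells expressing TRPV1 were dye-loaded with Fluo-8 and read kinetically: 10 s baseline, 3 min after compound (agonist portion), then 2 min after EC20 capsaicin (allosteric enhancer portion). Calcium-bound dye fluorescence at 480/520 nm.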
ASM inhibitor – Inhibitors of Secretory Acid Sphingomyelinase (S-ASM): qHTS; Sphingomyelin phosphodiesterase (Homo sapiens), P17405; placental ASM, HMU-PC fluorogenic substrate, 60 min; Potency, µM (top dose mostly 57.5 µM), for inactives: at the top dose activity change, negative = inhibition, usual class: inhibitors; 0.006% of 340,000 active; also: potency is read from the fitted curve at half-maximal effect
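Fluorogenic HMU-PC substrate (9 uM final) is turned over by placental ASM in 60 min at 37 C after a 10 min compound preincubation. Reaction ended by alkaline stop (pH 10), with fluorescence read at 386/447 nm.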
TSG101-PTAP inh – qHTS Assay for Iinhibitors of HIV-1 Budding by Blocking the Interaction of PTAP/TSG101; Tumor susceptibility gene 101 protein (Homo sapiens), Q99816; Potency, µM (titrated, usually from 115 µM), for inactives: at the top dose activity change, negative = inhibition, most hits filed as inhibitors; 340,000 tested, under 10 active; Fluorescence polarization, FITC-PTAP peptide / Tsg101 binding; active = well fitted inhibition curve with a large enough effect in the main read-out, with a control signal flat, not every such curve was filed as active; inconclusive = small, poorly fitted or top-dose-only effect, or effect the other way, or a change in a side signal; inactive = no such curve, though single readings can be large or run the other way; also: potency is read from the fitted curve at half-maximal effect; % of control where 0% means no effect
Target sequence (Q99816 whole entry, looked up): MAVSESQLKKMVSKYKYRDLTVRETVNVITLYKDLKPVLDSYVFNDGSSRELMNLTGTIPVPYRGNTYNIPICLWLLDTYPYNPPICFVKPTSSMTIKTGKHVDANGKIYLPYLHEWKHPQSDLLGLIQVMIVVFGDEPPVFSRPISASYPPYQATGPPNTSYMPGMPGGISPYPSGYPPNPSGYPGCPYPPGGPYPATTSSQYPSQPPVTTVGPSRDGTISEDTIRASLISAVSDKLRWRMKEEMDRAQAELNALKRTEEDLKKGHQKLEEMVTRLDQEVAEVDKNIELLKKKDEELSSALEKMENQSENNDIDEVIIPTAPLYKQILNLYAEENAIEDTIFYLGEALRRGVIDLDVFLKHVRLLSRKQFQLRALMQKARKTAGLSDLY
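Tsg101 binding domain (10 uM final) was mixed with compound and a FITC-labeled PTAP peptide (50 nM final) in HEPES pH 7.5 buffer with NaCl, Tween 20, EDTA and TCEP; fluorescence polarization was read after 20 min at r.t.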
B2AR arrestin – qHTS assay of beta-arrestin-biased ligands of beta2-adrenergic receptor | AID 492947, 2010 | Potency, µM (titrated, usually from 46.1 µM), inactives show at the highest dose activation, hits mostly activators | Beta-2 adrenergic receptor (Homo sapiens), P07550 | 0.02% of 330,000 active | beta-arrestin recruitment to beta2AR, cell-based reporter;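 also: potency is read from the fitted curve at half-maximal effect; 0% = DMSO controls and full agonism = EC100 isoproterenol or metaproterenol; nearly all actives have a fitted effect of over 65% in size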
USP2a block – qHTS Assay for Inhibitors of Ubiquitin-specific Protease USP2a Using CHOP2 as the Reporter; Potency, µM (doses to about 38.3 µM), without a hit: at the highest dose activity change, negative = inhibition, actives largely listed as inhibitors; USP2 core, Ub-CHOP2 coupled fluorogenic reporter, 485/531; Ubiquitin carboxyl-terminal hydrolase 2 (Homo sapiens), O75604; 0.01% of 330,000 active;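 also: potency is read from the fitted curve at half-maximal effect; plate controls were DMSO wells for no effect and full inhibition by NEM control for full effect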
Target sequence (O75604 whole entry, looked up): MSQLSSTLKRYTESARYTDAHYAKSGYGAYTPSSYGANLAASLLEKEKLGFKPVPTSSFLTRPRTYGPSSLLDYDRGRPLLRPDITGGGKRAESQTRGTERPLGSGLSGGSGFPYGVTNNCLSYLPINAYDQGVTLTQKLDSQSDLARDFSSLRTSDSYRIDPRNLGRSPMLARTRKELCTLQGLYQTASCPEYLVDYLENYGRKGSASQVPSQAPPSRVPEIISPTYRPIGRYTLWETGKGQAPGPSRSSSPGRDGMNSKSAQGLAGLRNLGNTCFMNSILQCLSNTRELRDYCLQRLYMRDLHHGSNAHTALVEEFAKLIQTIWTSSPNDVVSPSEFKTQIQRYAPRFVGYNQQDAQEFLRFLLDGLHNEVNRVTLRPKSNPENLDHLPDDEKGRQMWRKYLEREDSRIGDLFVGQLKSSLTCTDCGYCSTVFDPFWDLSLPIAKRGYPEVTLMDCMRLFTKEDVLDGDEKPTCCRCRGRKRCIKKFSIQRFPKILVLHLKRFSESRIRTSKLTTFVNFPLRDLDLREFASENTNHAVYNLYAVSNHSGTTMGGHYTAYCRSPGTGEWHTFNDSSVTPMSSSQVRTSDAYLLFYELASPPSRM
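USP2 core (10nM final) preincubated 30min RT with compound in 20mM Tris-HCl pH 8.0, 2mM CaCl2, 2mM beta-mercaptoethanol, 0.05% CHAPS; 25nM Ub-CHOP2 plus 25nM reporter substrate added, fluorescence (Ex485/Em531) read after 60min.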
uPA surface inh – qHTS for Inhibitors of Cell Surface uPA Generation; cell surface uPA generation assay, qHTS; Potency, µM (series often up to 38.3 µM), for the others: top-dose activity change, negative = inhibition, actives largely listed as inhibitors; 0.31% of 330,000 active; active = well fitted inhibition curve with a large enough effect; inconclusive = small, poorly fitted or top-dose-only effect; inactive = no such curve, though single readings can be large or run the other way; tested in mouse RAW 264.7 cells; also: potency is read from the fitted curve at half-maximal effect; % is scaled to controls: 0 for no effect and ±100 for the full control effect; nearly all actives have a fitted effect of over 55% in size
BRCA1 expr act – qHTS Assay to Identify Small Molecule Activators of BRCA1 Expression. MCF7-BRCA1-FFLuc reporter, luminescence, 48 h; response scale: scaled: vehicle 0%, 10 µM genistein 100%. Potency, µM (top dose mostly 46.1 µM), for the others: at the top dose activation, most hits filed as activators. 1.1% of 380,000 active. AID 624202, 2012; also: potency is read from the fitted curve at half-maximal effect; nearly all actives have a fitted effect of over 80% in size; some results filed as inactive show a strong effect at the top dose
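First, MCF7-BRCA1-FFLuc cells (2000/well) attach for 2 h; next, compounds are pin-added and incubated 48 h at 37 °C; finally, luciferase reagent is added and luminescence read after 15 min.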
a7 integrin act – qHTS for Activators of Integrin-Mediated Alleviation for Muscular Dystrophy. 0.064% of 350,000 active. Potency, µM (titrated, usually from 38.3 µM), for inactives: at the highest dose activation, hits mostly activators. alpha7betagal myoblasts, beta-gal FDG fluorescence, 48 h;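 also: potency is read from the fitted curve at half-maximal effect; 100% = response of the positive control SU9516; nearly all actives have a fitted effect of over 60% in size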
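Alpha7betagal+/- myoblasts (passage 13) were plated 16-24 hr, then exposed to compounds (1:260 dilution of DMSO stock) for 48 hours at 37C. After MPER lysis, β-galactosidase reporter activity was read as FDG fluorescence (ex 480/em 540) after 30 minutes.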
ELG1 genotox – qHTS screen for small molecules that induce genotoxicity in human embryonic kidney (HEK293T) cells expressing luciferase-tagged ELG1; 1.3% of 330,000 active; AID 504466, 2011; HEK293T ELG1-luciferase reporter, luminescence, 16 h; Potency, µM (series often up to 46 µM), without a hit: top-dose activity change, positive = activation, hits mostly activators; also: potency is read from the fitted curve at half-maximal effect; % of control where 0% means no effect; nearly all actives have a fitted effect of over 60% in size
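Luminescence read-out: rising ELG1-luciferase signal, reflecting elevated ELG1 protein under genetic stress, flags genotoxic compounds. Cells were treated for 16 hr at 37 °C before ONE-Glo detection.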
Eya2 phos inh – qHTS Assay for Inhibitors of the Phosphatase Activity of Eya2. recombinant Eya2, OMFP fluorescence dephosphorylation (OMFP is methylfluorescein phosphate). Potency, µM (top dose mostly 76.9 µM), without a hit: at the top dose activity, negative = inhibition, hits mostly inhibitors. 0.006% of 330,000 active; also: potency is read from the fitted curve at half-maximal effect; % is scaled to controls: 0 for no effect and ±100 for the full control effect
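Eya2 protein (added as 0.2 uM solution) was preincubated with compound for 10 min at ambient temperature in 50 mM HEPES pH 7.5, 50 mM NaCl, 5 uM MgCl2, 0.05% BSA, 1 mM DTT. OMFP (added at 50 uM) then reacted 10 min; fluorescence read at 485/525 nm.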
p53 reactivation – qHTS assay for re-activators of p53 using a Luc reporter; AID 504706, 2011; H1299 p53-A138V BP100-luciferase reporter, luminescence, 24 h; Potency, µM (highest dose often 92.2 µM), for inactives: top-dose activity change, positive = activation, hits mostly activators; 0.063% of 320,000 active; also: potency is read from the fitted curve at half-maximal effect; % of control where 0% means no effect; nearly all actives have a fitted effect of over 45% in size
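p53-null H1299 cells stably carrying temperature-sensitive p53-A138V and a BP100-luciferase reporter were pinned with compounds (4-point, 1:5 series) and held 24 hrs at 37 deg C. Luminescence was read 10 min after detection reagent.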
An asterisk follows results filed as active; ? = inconclusive; / = not tested or not shown; [ ] = dose if it differs, or a comment. Unless noted, calls follow the shape of the dose curve; as a rule, active = well fitted curve in the direction sought with a large enough effect; inconclusive = small, poorly fitted or top-dose-only effect, or another doubt; inactive = no such curve, though single readings can be large; an effect the other way counts as inactive or inconclusive.

SMILES	TRPV1 agonist	ASM inhibitor	TSG101-PTAP inh	B2AR arrestin	USP2a block	uPA surface inh	BRCA1 expr act	a7 integrin act	ELG1 genotox	Eya2 phos inh	p53 reactivation
COC(=O)Cn1c(=NC(=O)C2COc3ccccc3O2)sc2cc(S(N)(=O)=O)ccc21 (stereo not given)	?	-2%	0%	-0.7%	0%	5%	-36%	3%	1%	-13%	-2%
COc1ccc(C(=O)Nc2cc3c4c(c2)C(C)C(=O)N4CCC3)cc1OC (stereo not given)	-9	6%	-4%	0.4%	2%	-11%	-23%	21%	?	13%	0%
COc1cccc2c1OCC/C2=N\NC(=O)COc1ccccc1C	-2	-3%	-2%	0.1%	-4%	-3%	48%	9%	9%	-3%	?
CCn1cc(CN2CCC(n3nccc3NC(=O)C3CCCC3)CC2)cn1	-2	4%	-6%	0.5%	1%	2%	2%	32%	4%	0%	8%
O=C(C=NNc1ccccc1)c1ccccc1	/	-1%	1%	/	/	-6%	109%	-22%	/	/	/
CC1CCCCC1NC(=O)Cc1ccc(S(=O)(=O)N2CCOCC2)s1 (stereo not given)	25	-3%	-1%	0.1%	1%	-1%	1%	-1%	-2%	-12%	14%
CSc1nsc(/C=C/Nc2ccc(F)cc2)c1C#N	1	55%[activator]	9%	0.3%	1%	-8%	-35%	3%	0%	10%	-4%
O=C(Nc1nc(-c2ccc(-c3ccccc3)cc2)cs1)c1cc([N+](=O)[O-])ccc1N1CCOCC1	-2	1%	-1%	-0.2%	2%	7%	46%	14%	4%	-2%	2%
O=C(NC(=S)Nc1ccc(Oc2ccccc2)cc1)c1ccc(Cl)cc1	2	-2%	-6%	-0.1%	-1%	-7%	-42%	11%	2%	16%	17%
CC(C)N(C(=O)Cn1cc(SCC(=O)N2CCCC2)c2ccccc21)C(C)C	2	3%	0%	-0.3%	3%	3%	-8%	-30%	-2%	-4%	10%
COC(=O)c1sccc1NC(=O)c1ccc(C)cc1	26	-3%	-4%	-0.1%	-1%	-2%	-35%	7%	11%	-3%	-2%
CCN(CC)S(=O)(=O)c1ccc(NC(=O)c2ccccc2N(C)S(C)(=O)=O)cc1	-4	-4%	-4%	4.1%	2%	3%	-4%	-16%	-2%	7%	-3%
CCCCN(C)CCNC(=O)CSCc1ccc(C)cc1	-4	0%	-3%	0.3%	-1%	1%	4%	?	-1%	-9%	7%
CC(NC(=O)c1ccccc1F)c1nnc(SCC(=O)NC2CCCC2)n1C (stereo not given)	-3	2%	-5%	-0.3%	-5%	-1%	-4%	16%	-4%	-5%	-1%
O=C(COC(=O)c1cccc(C(=O)OCC(=O)NCc2ccc(F)cc2)n1)NCc1ccc(F)cc1	1	1%	-1%	-1.4%	2%	6%	-4%	-1%	0%	14%	-8%
COc1cccc(-c2cc(C(=O)N3CCCCCC3)no2)c1	-3	-2%	-4%	-0.2%	0%	?	?	10%	1.5µM*	-3%	4%
O=C(c1ccco1)N1CCN(S(=O)(=O)c2ccc(S(=O)(=O)NC3CC3)cc2)CC1	0	2%	-3%	-0.2%	0%	2%	-5%	-30%	-1%	6%[15.4 µM]	0%
O=C(CN1CCN(c2ccccn2)CC1)Nc1ccccc1F	1	1%	-9%	0.0%	2%	14%	5%	9%	1%	-9%	/
CCCN(CC(=O)Nc1ccccc1OC)C(=O)CSc1ccc(Br)cc1C	9	-6%	-2%	0.3%	-2%	?	-46%	5%	-6%	18%	0%
CCN1CCN(CC(=O)c2c(C)n(C)c3ccc(OC)cc23)CC1	0	5%	-7%	-0.6%	0%	0%	-2%	-12%	1%	2%	6%
C=CCOc1ccccc1/C=N/n1nnnc1N	1	3%	-5%	-0.1%	2%	3%	-2%	34%	-3%	-2%	-3%
COc1cc(OC)c(CN2CCCCCCC2)cc1Br	-2	-2%	-4%	-0.1%	3%	-4%	-29%	-20%	1%	-20%	-2%
CC(=O)N1N=C(c2ccccc2)CC1c1ccc2c(c1)OCO2 (stereo not given)	2	3%	-1%	-0.3%	1%	12%	12%	0%	5%	-1%	16%
CC(C)(C)NC(=O)C1CCN(C(=O)c2ccc(-c3ccccc3)cc2)CC1	0	0%	-6%	0.2%	0%	-2%	18%	8%	-6%	-15%	-7%
CN(C(=O)c1ccc(NC(=O)Cc2ccc(NC(=O)C3CCN(C(=O)C4CC4)CC3)cc2)cc1)C1CC1	3	-1%	2%	0.0%	1%	-13%	26%	28%	3%	7%	-1%
Remaining list, next part.
SMILES	TRPV1 agonist	ASM inhibitor	TSG101-PTAP inh	B2AR arrestin	USP2a block	uPA surface inh	BRCA1 expr act	a7 integrin act	ELG1 genotox	Eya2 phos inh	p53 reactivation
COc1cccc(NC(=O)C(c2ccccc2)N2CCCCC2)c1 (stereo not given)	11	4%	-12%	-0.9%	-13%	-5%	-27%	10%	-8%	8%	-2%
CS(=O)(=O)N(CC(=O)NCc1ccccc1)Cc1ccc(Cl)cc1	8	7%	-9%	0.3%	5%	/	-2%	12%	-1%	-19%	0%
O=C(NC1CCCCC1)C1CCC(CNS(=O)(=O)c2cccc3nsnc23)CC1 (stereo not given)	1	0%	0%	0.0%	-1%	-1%	1%	7%	5%	9%	-4%
CCOc1cc(/C=C2/C(=O)NN(c3cccc(Cl)c3)C2=O)ccc1O	-1	-16%	-8%	0.2%	1%	-3%	-9%	33%	-3%	6%	-16%
Cc1nn(Cc2ccccc2)c(C)c1NC(=O)CSc1nc2c(c(C(F)(F)F)n1)CCc1ccccc1-2	2	-4%	-5%	-0.2%	1%	2%	-32%	14%	-1%	-4%	-8%
O=C(Nc1ccccc1)c1ccc(NC(=O)c2cccs2)cc1	0	-1%	-1%	0.1%	2%	4%	7.9µM*	8%	12%	-14%	-1%
CCOc1ncccc1C(=O)NNC(=O)c1cccc(S(=O)(=O)Nc2ccc(OC)cc2)c1	0	-4%	/	0.4%	0%	-7%	-15%	6%	-11%	3%	-12%
COC(=O)N1CCN(c2ccc(C(C)=O)cc2)CC1	3	-2%	-3%	0.0%	0%	/	19%	11%	?	0%	5%

Shown as a hit in BRCA1 expr act (from the list above):
Structure | TRPV1 agonist | ASM inhibitor | TSG101-PTAP inh | B2AR arrestin | USP2a block | uPA surface inh | BRCA1 expr act | a7 integrin act | Eya2 phos inh | p53 reactivation
O=C(Nc1ccccc1)c1ccc(NC(=O)c2cccs2)cc1 | 0 | -1% | -1% | 0.1% | 2% | 4% | 7.9µM* | 8% | -14% | -1%

Compound profiles, from the list above. Screens in order: TRPV1 agonist | ASM inhibitor | TSG101-PTAP inh | B2AR arrestin | USP2a block | uPA surface inh | BRCA1 expr act | a7 integrin act | ELG1 genotox | Eya2 phos inh | p53 reactivation
Record of COc1cccc(NC(=O)C(c2ccccc2)N2CCCCC2)c1 (stereo not given) → 11 | 4% | -12% | -0.9% | -13% | -5% | -27% | 10% | -8% | 8% | -2%
Record of CCOc1ncccc1C(=O)NNC(=O)c1cccc(S(=O)(=O)Nc2ccc(OC)cc2)c1 → 0 | -4% | / | 0.4% | 0% | -7% | -15% | 6% | -11% | 3% | -12%
Record of CCOc1cc(/C=C2/C(=O)NN(c3cccc(Cl)c3)C2=O)ccc1O → -1 | -16% | -8% | 0.2% | 1% | -3% | -9% | 33% | -3% | 6% | -16%

Some of the entries so far, with two lines to a compound:
Sequence of screens: TRPV1 agonist	ASM inhibitor	TSG101-PTAP inh	B2AR arrestin	USP2a block	uPA surface inh	BRCA1 expr act	a7 integrin act	ELG1 genotox	Eya2 phos inh	p53 reactivation
- COc1cccc(NC(=O)C(c2ccccc2)N2CCCCC2)c1 (stereo not given)
→ 11	4%	-12%	-0.9%	-13%	-5%	-27%	10%	-8%	8%	-2%
- CS(=O)(=O)N(CC(=O)NCc1ccccc1)Cc1ccc(Cl)cc1
→ 8	7%	-9%	0.3%	5%	/	-2%	12%	-1%	-19%	0%
- O=C(NC1CCCCC1)C1CCC(CNS(=O)(=O)c2cccc3nsnc23)CC1 (stereo not given)
→ 1	0%	0%	0.0%	-1%	-1%	1%	7%	5%	9%	-4%
